# Screening results as filed in PubChem BioAssay.
# GSK3 alpha inh – inhibitors of human GSK-3 alpha kinase; ADP-Glo luminescence, 60 min; inhibition, % at 10 µM; actives 0.1% (n = 320,000);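 in the data active means inhibition above about 50%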;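 further: GST-tagged GSK-3 alpha with peptide substrate and 25 µM ATP; 0% = DMSO neutral wells and 100% = GW8510 positive control wells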
# Target sequence (P49840 whole entry, looked up): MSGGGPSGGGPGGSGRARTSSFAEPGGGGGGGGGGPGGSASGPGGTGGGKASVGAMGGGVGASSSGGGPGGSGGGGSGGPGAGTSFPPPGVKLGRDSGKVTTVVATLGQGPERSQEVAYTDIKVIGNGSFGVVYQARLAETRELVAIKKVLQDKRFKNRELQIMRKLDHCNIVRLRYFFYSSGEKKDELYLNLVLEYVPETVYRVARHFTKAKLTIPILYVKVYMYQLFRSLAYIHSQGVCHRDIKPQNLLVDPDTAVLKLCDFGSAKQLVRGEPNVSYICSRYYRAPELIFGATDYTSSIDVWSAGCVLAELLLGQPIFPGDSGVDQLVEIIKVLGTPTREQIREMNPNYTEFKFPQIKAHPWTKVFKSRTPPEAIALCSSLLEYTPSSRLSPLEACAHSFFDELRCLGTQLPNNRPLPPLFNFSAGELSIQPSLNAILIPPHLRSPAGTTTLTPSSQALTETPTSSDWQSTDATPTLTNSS
# PolyA inh – inhibitors of polyadenylation in S. cerevisiae | S. cerevisiae SKY197-pL101 polyadenylation reporter, beta-gal luminescence; efflux-impaired pdr1/pdr3 knockout yeast; score 100 = 6 SD above DMSO | calls only at 12 µM | actives 0.02% (n = 300,000);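 active means lowest replicate activity score at least 50, where 100 means six control SD above control mean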;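 further: yeast exposed to compound for 9 h at 30 °C; higher score means more reporter readthrough which indicates perturbed polyadenylation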
# RGS4 inh – human RGS4 inhibition. HEK293 M3R/RGS4 inducible, Fluo-4 calcium flux; hits give high values; triggered by carbachol at its EC20. B-score at 10 µM. actives 0.45% (n = 310,000). P49798;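 active means B-score, a plate-corrected calcium signal, over three deviations above library mean, with baseline fluorescence within five deviations of library mean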;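 further: RGS4 expression induced by doxycycline in cells with stable M3 receptor; B-score is computed from the integrated fluorescence ratio over baseline after carbachol; higher B-score means a larger calcium signal and so more RGS4 inhibition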
# Dyrk1A ADPGlo – inhibitors of rat Dyrk1A kinase; Q63470; ADP-Glo luminescence, NFATc1 peptide; inhibition, % at 12.5 µM; actives 0.43% (n = 310,000); in the data active means inhibition above about 50%;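 further: plate controls were vehicle with enzyme for no effect and no enzyme for full effect; many of its hits are not listed in these tables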
# hERG protect – shields human hERG channel from block by proarrhythmic agents; AID 1511; activation (rescue from dofetilide block), less the hit threshold, % at 10 µM; CHO-hERG, FluxOR thallium flux, dofetilide IC70 present; actives 0.51% (n = 310,000); Q12809;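 active means activation above the mean of controls blocked by dofetilide plus 5 SD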;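 further: thallium influx through hERG after potassium depolarization seen as dye fluorescence rise; in these data hits start at about 4.7%; inactives centre near -7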
# KCNK3 inh – human KCNK3 channel inhibition, primary screen; O14649; CHO-KCNK3 thallium flux, FluxOR fluorescence; hits give low values; B-score at 10 µM; actives 0.84% (n = 340,000);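 active means B-score under library mean minus 4 SD, starting fluorescence ratio at most library mean plus 5 SD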;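 further: more negative B-score means stronger inhibition of thallium flux through KCNK3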
# KCNK9 block – inhibitors of human KCNK9 two-pore domain potassium channel. Q9NPC2. HEK293 KCNK9, FluxOR thallium flux fluorescence; hits give low values. B-score at 10 µM. actives 1.2% (n = 310,000). AID 488922;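 active means ratio B-score over 3 SD below the library mean, with starting fluorescence within 5 SD of its mean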;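 further: negative B-score means less thallium flux so channel inhibition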
# KCNQ1 pot – potentiators or activators of human KCNQ1 potassium channel; P51787; CHO-K1 KCNQ1, thallium flux FluxOR fluorescence; hits give high values; B-score at 10 µM; actives 0.35% (n = 310,000); AID 2648;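 active means fluorescence ratio B-score, a plate-corrected score, at least three library SD, with initial intensity B-score within 5 SD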
#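 Schedule – 37 °C overnight plating, 90-min dark dye load, 20-min compound pretreatment · System – stable KCNQ1 CHO-K1 line · Probe or stimulus – thallium- and potassium-containing depolarizing buffer · Measured by – kinetic FluxOR fluorescence, 10 s baseline plus 110 s post-stimulus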
# KCNQ1 inh – inhibitors of human KCNQ1 potassium channel; P51787; CHO-K1 KCNQ1, FluxOR thallium flux fluorescence; hits give high values; B-score at 10 µM; actives 1.3% (n = 310,000);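 active means compounds whose thallium flux B-score, printed positive for inhibition, exceeds three library SD while starting fluorescence stays within three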;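 further: channel opened by potassium depolarization with thallium stimulus after 20 min compound exposure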
# GSK3beta inhib – human GSK3beta kinase inhibition | P49841 | GST-GSK3beta kinase, ADP-Glo luminescence, 60 min; hits give low values | activity score (negative = inhibition), % at 10 µM | actives 0.038% (n = 300,000) | AID 2097;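 active means more than half of replicate wells score below -50%, meaning over 50% inhibition versus plate controls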;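 further: 0% = median DMSO wells and -100% = median GW8510 positive control wells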
# Target sequence (P49841 whole entry, looked up): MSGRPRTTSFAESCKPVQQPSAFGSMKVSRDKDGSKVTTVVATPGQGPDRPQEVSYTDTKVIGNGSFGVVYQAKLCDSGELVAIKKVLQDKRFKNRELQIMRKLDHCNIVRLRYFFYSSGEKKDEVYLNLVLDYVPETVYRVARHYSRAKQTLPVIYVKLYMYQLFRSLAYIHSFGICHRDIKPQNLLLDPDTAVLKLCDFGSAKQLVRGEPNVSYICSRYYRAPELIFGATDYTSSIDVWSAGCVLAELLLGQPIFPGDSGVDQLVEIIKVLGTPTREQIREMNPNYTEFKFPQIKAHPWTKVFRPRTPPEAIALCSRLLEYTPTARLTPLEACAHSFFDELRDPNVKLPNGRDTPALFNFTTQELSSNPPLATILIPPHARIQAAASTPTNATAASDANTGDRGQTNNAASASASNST
#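 Assay system: GST-tagged human GSK3beta kinase, cell-free; Input: 1.6 ng GSK3beta; Medium: Tris/MgCl2 kinase buffer; Timing: 60 min enzyme reaction, room temperature; Signal: ADP-Glo luminescence quantifying ADP generated by kinase; Evaluation: score relative to plate controls; Benchmarks: DMSO neutral wells and GW8510 at 20 µM as positive.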
# RGS4 act – RGS4 potentiation or activation | HEK293 M3R/inducible RGS4, carbachol calcium flux Fluo4; hits give low values | B-score at 10 µM | actives 0.92% (n = 310,000) | AID 463111;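 active means B-score of the integrated calcium signal more than 4 SD below the library mean, with starting fluorescence not abnormally high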;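 further: negative B-score means reduced calcium response which marks RGS4 activation or potentiation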
#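 Material: M3R-expressing HEK293 line, RGS4 induced by doxycycline | Schedule: Overnight RGS4 induction, 30 min dye load 37 °C, 20 min compound RT | Measured by: Fluo4 fluorescence kinetic imaging of calcium | Read-out: Integrated calcium ratio converted to B score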
# An asterisk follows results filed as active; i = inactive; nt = not tested or not shown. Some of the compounds tested. The share of hits here may be higher or lower than overall.
compound,GSK3 alpha inh,PolyA inh,RGS4 inh,Dyrk1A ADPGlo,hERG protect,KCNK3 inh,KCNK9 block,KCNQ1 pot,KCNQ1 inh,GSK3beta inhib,RGS4 act
CCCN1CCC(=O)N([C@H](CSc2ccc(OC)cc2)CC(C)C)CC1,-2,i,i,nt,-11,i,i,i,i,-4,i
CC(=O)NC1C(=O)N=C(SCC(=O)NCc2ccccc2)NC1=O (stereo not drawn),-1,i,i,-6,3,i,i,i,i,0,i
CC1(C)Cc2c(C#N)c(N)n(-c3ccccc3)c(=S)c2CO1,1,i,i,-6,-8,i,i,i,i,5,i
O=C(NCc1ccccn1)C1CCC(CNS(=O)(=O)c2cccc3nsnc23)CC1 (stereo not drawn),0,i,i,0,-17,i,i,i,i,-1,i
Cc1onc(-c2ccccc2Cl)c1C(=O)Nc1ccc(CN2CCCC2)cc1,nt,i,i,7,-7,i,i,i,i,-3,i
FC(F)(F)c1ccc(NC2=NCCC2)cc1,-1,i,i,3,-17,i,i,i,i,-1,i
NS(=O)(=O)c1ccc(CNC(=O)c2cc(-c3cccnc3)nc3ccc(Cl)cc23)cc1,-1,i,i,-4,-10,i,i,i,i,-2,i
CCOC(=O)c1c(C)c(-c2ccccc2)n(CC(=O)NCCCN(CC)CC)c1C,2,i,i,-5,-3,i,i,i,i,-2,i
O=C(COC(=O)c1ccc2c(=O)n3c(nc2c1)CCC3)Nc1ccccc1F,2,i,i,2,-13,i,i,i,i,0,i
Cc1nc2sc3c(c2c(=O)o1)CCCC3,1,i,nt,9,nt,i,nt,nt,nt,3,nt
Cc1ccc(S(=O)(=O)CCC(=O)OCC(=O)NCC(=O)Nc2cccc(C)c2C)cc1,-3,i,i,-1,-12,i,i,i,i,-2,i
Cc1ccc(SCCNS(C)(=O)=O)cc1,0,i,i,7,-9,i,i,i,i,0,i
O=C(NCc1ccc(F)cc1)c1ccc(CS(=O)Cc2ccccc2Cl)o1 (stereo not drawn),-10,i,i,-2,-14,i,i,i,i,1,i
O=C1C2CCCN2C(c2cccc(F)c2)N1c1cccc(Cl)c1 (stereo not drawn),-1,i,i,10,-7,i,i,i,i,-1,i
O=C(CSc1nc(O)c(Cc2ccccc2)c(=O)[nH]1)N1CCOCC1,-4,i,i,-5,-10,i,i,i,i,3,i
CN1CCCN(C(=O)c2ccccc2Cl)CC1,-2,i,i,4,-2,i,i,i,i,4,i
O=C(c1ccco1)N(CC1CCCO1)c1nc(-c2ccccc2)cs1 (stereo not drawn),-1,i,i,2,-10,i,i,i,i,1,i
COc1ccc(C(=O)NC2=C(C#N)CCC2)cc1OC,-2,i,i,2,3,i,i,i,i,1,i
Cc1cc(Cl)ccc1NC(=O)c1ccc2c(c1)CCN2S(C)(=O)=O,0,i,i,4,-6,i,i,i,i,-22,i
CN(Cc1ccco1)C(=O)c1cc2c(s1)-c1ccc(Cl)cc1S(=O)(=O)C2,-1,i,i,0,-5,i,i,i,i,-2,i

# Structures from the list above containing an aryl methoxy group (2):
compound,GSK3 alpha inh,PolyA inh,RGS4 inh,Dyrk1A ADPGlo,hERG protect,KCNK3 inh,KCNK9 block,KCNQ1 pot,KCNQ1 inh,GSK3beta inhib,RGS4 act
CCCN1CCC(=O)N([C@H](CSc2ccc(OC)cc2)CC(C)C)CC1,-2,i,i,nt,-11,i,i,i,i,-4,i
COc1ccc(C(=O)NC2=C(C#N)CCC2)cc1OC,-2,i,i,2,3,i,i,i,i,1,i

# Molecules above that contain fluorine, in the order listed:
compound,GSK3 alpha inh,PolyA inh,RGS4 inh,Dyrk1A ADPGlo,hERG protect,KCNK3 inh,KCNK9 block,KCNQ1 pot,KCNQ1 inh,GSK3beta inhib,RGS4 act
FC(F)(F)c1ccc(NC2=NCCC2)cc1,-1,i,i,3,-17,i,i,i,i,-1,i
O=C(COC(=O)c1ccc2c(=O)n3c(nc2c1)CCC3)Nc1ccccc1F,2,i,i,2,-13,i,i,i,i,0,i
O=C(NCc1ccc(F)cc1)c1ccc(CS(=O)Cc2ccccc2Cl)o1 (stereo not drawn),-10,i,i,-2,-14,i,i,i,i,1,i
O=C1C2CCCN2C(c2cccc(F)c2)N1c1cccc(Cl)c1 (stereo not drawn),-1,i,i,10,-7,i,i,i,i,-1,i

# Of the compounds above, two contain a cyano group:
compound,GSK3 alpha inh,PolyA inh,RGS4 inh,Dyrk1A ADPGlo,hERG protect,KCNK3 inh,KCNK9 block,KCNQ1 pot,KCNQ1 inh,GSK3beta inhib,RGS4 act
CC1(C)Cc2c(C#N)c(N)n(-c3ccccc3)c(=S)c2CO1,1,i,i,-6,-8,i,i,i,i,5,i
COc1ccc(C(=O)NC2=C(C#N)CCC2)cc1OC,-2,i,i,2,3,i,i,i,i,1,i

# (cont.)
# Below each SMILES – GSK3 alpha inh, PolyA inh, RGS4 inh, Dyrk1A ADPGlo, hERG protect, KCNK3 inh, KCNK9 block, KCNQ1 pot, KCNQ1 inh, GSK3beta inhib, RGS4 act
- CCOC(=O)c1ccc(-c2cccc(C(F)(F)F)c2)nc1C
  -5, i, i, 2, -8, i, i, i, i, 2, i
- CCOC(=O)CSc1ccc2ccccc2n1
  -4, i, i, nt, -13, i, i, i, i, -1, i
- O=C1CC(c2ccccc2Cl)c2c(sc3c(=O)[nH]c(CCl)nc23)N1 (stereo not drawn)
  5, i, i, nt, -9, nt, i, i, i, -12, i
- Cn1cnc(S(=O)(=O)N2CCc3ccccc32)c1
  -3, i, i, 3, -1, i, i, i, i, 2, i
- COc1cc(/C=C/C(=O)N2CCCC2)cc(OC)c1OC
  -1, i, i, -4, -3, i, i, i, i, 1, i
- CSc1nsc(SCC(=O)Nc2nc3ccccc3s2)n1
  0, i, i, 0, 2, i, i, i, i, 2, i
- Cc1cc(C)cc(Nc2ncc3c(n2)CCCC3=O)c1
  -1, i, i, 0, -8, i, i, i, i, -1, i
- O=C(O)CC1(CC(=O)Nc2cccc(C(F)(F)F)c2)CCCC1
  -2, i, i, -4, -10, i, i, i, i, 1, i
- COc1ccccc1C(=O)N/N=C(\C)CC(=O)Nc1ccc(Cl)cn1
  4, i, i, 1, -8, i, i, i, i, -12, i
- CN(C)CCCN(C(=O)CCS(=O)(=O)c1ccccc1)c1nc2cc3c(cc2s1)OCO3
  0, i, i, 0, -14, i, i, i, i, 2, -8.2*
- O=C1OCc2ccc(NS(=O)(=O)c3ccc(C(F)(F)F)cc3)cc21
  -3, i, i, nt, -2, i, i, i, i, 3, i
- CC(=Nc1cccc(O)c1)c1sc2ccccc2c1O
  -2, i, i, 26, -4, i, i, i, i, -3, i
- Cc1cccc(C)c1Nc1ncnc(N)c1[N+](=O)[O-]
  0, i, i, 3, -6, i, i, i, i, -4, i
- COc1ccc(CC2(CO)CCN(Cc3cnn(C)c3)CC2)cc1
  nt, i, i, 1, -3, i, i, i, i, 1, i
- CCc1cccc2c(C(=O)COC(=O)c3ccccc3)c[nH]c12
  -3, i, i, -1, -2, i, i, i, i, -1, i
- COc1ccc(C(=O)Nc2nnc(SCC(=O)NC3CC3)s2)cc1
  4, i, i, -1, -9, i, i, i, i, -2, i
- CCC(Cc1ccccc1)NS(=O)(=O)c1ccc2c(c1)NC(=O)CO2 (stereo not drawn)
  nt, i, i, 3, -9, i, i, i, i, 1, i
- CCOC(=O)Cc1csc(NC(=O)CN2CCN(CC)CC2)n1
  6, i, i, nt, -3, i, i, i, i, 3, i
- CCN(CC)c1nc2ccccc2c(N)c1-c1ccccc1
  -2, i, i, 9, -11, i, i, i, i, -2, i
- COc1cccc2[nH]c(C(=O)NCc3ccccc3)cc12
  0, i, i, 9, -4, i, i, i, i, -2, i
- CS(=O)(=O)N1Cc2ccccc2CC1C(=O)Nc1ccccc1C(N)=O (stereo not drawn)
  1, i, i, -1, -14, i, i, i, i, 1, i
- CC(C)c1ccc(N(CC(=O)NCCc2ccccc2)C(=O)c2csnn2)cc1
  -4, i, i, 0, -7, i, i, i, i, 1, i
- C=CCn1c(NC(=O)CC)c(C(=O)OCC)sc1=S
  -1, i, i, 1, -15, i, i, i, i, -1, i
- CN(C(=O)CSc1nnc(-c2ccco2)n1N)C1CCCCC1
  -3, i, i, 0, -5, i, i, i, i, 2, i
- CCN(CC)CC(O)COC(c1ccccc1)c1ccccc1 (stereo not drawn)
  -2, i, i, 1, -5, i, i, i, i, -5, i
- CCCn1cc(SCC(=O)NC2CCCC2)c2ccccc21
  -2, i, i, -7, -2, i, i, i, i, -1, i
- O=C1CS/C(=N\N=C\c2ccco2)N1c1ccccc1
  -1, i, i, -2, -20, i, i, i, i, -1, i
- O=C(NCCc1ccccc1)c1ccccc1F
  -2, i, i, -7, -11, i, i, i, i, 2, i
- CCOC(=O)C(Cc1ccc(NC(=O)/C(=C/c2ccc(OC(C)=O)cc2)NC(C)=O)cc1)N1C(=O)c2ccccc2C1=O (stereo not drawn)
  -1, i, i, -4, -44, i, i, i, i, 4, i
- O=c1c2c(n3nnnc3n1Cc1ccccc1)-c1ccccc1CC21CCCC1
  -3, i, i, 4, -10, i, i, i, i, 2, i
- CC(C)C[C@@H]1NC(=O)N(CCCn2ccnc2)C1=O
  -2, i, i, -2, -1, i, i, i, i, -2, i
- CNc1ccc(/C=C(\C#N)C(=O)Nc2ccccn2)cc1[N+](=O)[O-]
  -1, i, i, 5, -9, i, i, i, i, 0, i
